Source: PubChem (ICCB-Longwood Screening Facility, Harvard Medical School)
PV pol inh: poliovirus RNA polymerase inhibition | poliovirus polymerase elongation, fluorescence polarization; active compounds read low | % elongation, % (compound at 16.7 µg/mL) | P03300 | hit rate 0.66% among 150,000; in the data active = % elongation below about 90%; note: some results filed as inactive read as strong as hits
Target sequence (P03300 1749-2209 limits assumed): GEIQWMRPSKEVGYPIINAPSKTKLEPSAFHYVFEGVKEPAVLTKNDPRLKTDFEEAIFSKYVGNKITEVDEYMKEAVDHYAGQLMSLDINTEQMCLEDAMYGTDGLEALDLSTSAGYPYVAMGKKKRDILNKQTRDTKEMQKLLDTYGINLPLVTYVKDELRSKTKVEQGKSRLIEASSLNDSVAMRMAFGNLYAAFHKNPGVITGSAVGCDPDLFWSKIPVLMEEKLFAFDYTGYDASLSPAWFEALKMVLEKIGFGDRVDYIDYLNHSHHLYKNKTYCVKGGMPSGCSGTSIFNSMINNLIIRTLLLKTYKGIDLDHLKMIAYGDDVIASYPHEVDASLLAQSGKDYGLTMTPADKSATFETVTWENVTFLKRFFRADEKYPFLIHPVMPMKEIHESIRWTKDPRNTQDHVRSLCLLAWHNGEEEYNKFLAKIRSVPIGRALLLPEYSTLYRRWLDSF
PV pol inh FP z-score: also measured in PV pol inh; calls as there; z-score; measured here: FP z-score; hits read low
Starred values were filed as active, the others as inactive.

no.	molecule	PV pol inh	PV pol inh FP z-score
1	CCC(C(=O)N1CCN(c2ccccc2)CC1)n1sc2ccccc2c1=O (stereo unspecified)	102.0	0.2
2	CCCOc1ccc(C(F)(F)F)cc1NC(=O)c1cccnc1SCc1c(C)noc1C	110.0	0.1
3	Cc1ccc(NC(=O)Nc2ccc3c(c2)oc(=O)n3C)cc1	101.0	0.1
4	O=C(COc1ccccc1)N(c1nccs1)C1CCCCC1	99.0	-1.2
5	Cc1cccn2c(=O)cc(CSc3nnc(NC(=O)COc4ccccc4)s3)nc12	107.0	0.2
6	CCCCC[C@H](O)/C=C/[C@@H]1[C@@H](C/C=C\CCCC(=O)O)[C@@H](O)C[C@H]1O (tested in a mixture with another compound)	101.0	0.1
7	C=CCn1c(-c2cccnc2)nn(C(=O)c2cc(OC)c(OC)c(OC)c2)c1=S	101.0	0
8	Cc1noc(C)c1CC(=O)N1CC(C(N)=O)Oc2ccccc21 (stereo unspecified)	112.0	0.5
9	NC(N)=NC(N)=Nc1cc(-c2cccs2)[nH]n1	103.0	-0.1
10	COc1cccc(CNC(=O)NCc2noc3ccc(C)cc23)c1	102.0	-0.6
11	CC1(C)Cc2ccccc2C(N/N=C/c2ccncc2)=N1	104.0	0.8
12	COc1cc(OC)cc(-c2nc(N)c3c(C)c(-c4ccc(OC)c(OC)c4)sc3n2)c1	98.0	-0.8
13	CCOc1ccc(N(C(C)C(=O)NCCSc2ccc(Cl)cc2)S(C)(=O)=O)cc1 (stereo unspecified)	102.0	-1
14	CC(C(=O)NCc1ccccc1)C1Sc2ccccc2N(Cc2cccc(Cl)c2)C1=O (stereo unspecified)	104.0	0.8
15	Cc1cc(C(=O)OCc2nc3ccccc3c(=O)n2CC#N)c(C)n1-c1ccc(F)cc1	112.0	1.1
16	C(=NC12CN3CN(CN(C3)C1)C2)c1cccnc1	103.0	0.3
17	CCNS(=O)(=O)c1ccc(SC)cc1	100.0	0
18	CCN(CC)S(=O)(=O)N1CCC(C(=O)NCCc2ccccc2)CC1	102.0	0.4
19	CCC1CCc2sc(C(=O)O)cc2C1 (stereo unspecified)	102.0	0.2
20	Cc1sc2ncn(CC(=O)Nc3ccc(C(C)C)cc3)c(=O)c2c1S(=O)(=O)N1CCN(c2ncccn2)CC1	108.0	0.7
21	Cc1oc(-c2cccc(Cl)c2)nc1CN1CCC(C(=O)NCCCN2CCN(c3ccc(F)cc3)CC2)CC1	104.0	-0.2
22	COC(CNC(=O)c1ccc2c(c1)N(Cc1cc(C)ccc1C)C(=O)c1ccccc1S2=O)OC (stereo unspecified)	99.0	-1.1
23	Cc1ccc(NC(=O)Cn2nc(C(=O)Nc3ccc(C)cc3)ccc2=O)cc1	107.0	0
24	CC(C)CCNC(=O)c1ccc(NC(=O)N2CCCCc3ccccc32)cc1	111.0	0.1
25	CCCc1cc2c(=O)c(-c3ccc4c(c3)OCO4)c(CCC)oc2cc1O	101.0	0.2
26	N#Cc1ccc(OCC(=O)N2CCN(C/C=C/c3ccccc3)CC2)cc1	102.0	0.1
27	CC(=O)N(/N=c1\sc2ccccc2n1C(C)=O)C(C)=O	104.0	0.3
28	COCCCNc1nc2c(c(=O)n(Cc3ccccc3)c(=O)n2C)n1C	112.0	0.2
29	CN1CCC2(CC1)N1CC3(C)CN2CC(C)(C1)C3O (stereo unspecified)	101.0	-0.2
30	O=C(Cn1nnc(-c2ccccc2)n1)N1CCCc2ccccc21	105.0	0.7
31	Cc1ccc(-c2nnc(SCC(=O)OC(C)C)o2)cc1	100.0	-0.5
32	COc1cccc(OC)c1C(=O)N1CCN(C(=O)c2ccccc2)CC1	100.0	-0.5
33	O=C(Cn1cnc2c(oc3ccccc32)c1=O)NCc1ccccc1	101.0	0.1
34	CCNC(=O)C1CCCN(C2=NS(=O)(=O)c3ccccc32)C1 (stereo unspecified)	101.0	-0.3
35	CCC(=O)Nc1nc2ccc(C)cc2s1	102.0	-0.4
36	O=C(CSc1ncccn1)NC(=O)NC1CCCCC1	100.0	-0.6
37	C=CCc1ccccc1OCC(O)CN1CCN(c2ccccc2)CC1 (stereo unspecified)	97.0	-0.8
38	COc1ccc(C(=O)Nc2ccc(-c3cn4ccccc4n3)cc2)cc1	103.0	0.4
39	C=CCn1c(=C(C#N)C#N)s/c(=C\c2ccc(Br)cc2)c1=O	94.0	-1.2
40	CCC1(C)NC(=O)N(NC(=O)c2ccc(CSc3ncn[nH]3)cc2)C1=O (stereo unspecified)	103.0	0
41	Cc1ccccc1CNC(=O)C(=O)NCC(c1cccs1)S(=O)(=O)c1cccs1 (stereo unspecified)	101.0	-1.2
42	Cc1ccc(-c2nn(-c3ccccc3)cc2/C=C/C(=O)O)o1	100.0	-1
43	CCCNC(=O)c1cc(Cl)c(NC(C)=O)cc1OC	100.0	-0.1
44	CCCOC(=O)c1ccc(NC(=O)CN(C)C)cc1	99.0	-0.5
45	CCCN=C1NN=C(c2ccc(OCC)cc2)CS1	106.0	0.6
46	CC(C)(C)OC(=O)NN1C(=O)c2ccccc2C1=O	100.0	-0.1
47	Cc1ccc(S(=O)(=O)n2nc(-c3ccco3)nc2NCc2ccc(N(C)C)cc2)cc1	107.0	0
48	CC1(c2ccccc2)CC(C)(C)N2C(=O)Cc3cccc1c32 (stereo unspecified)	106.0	1.1
49	N#CC(C(=O)NCc1ccccc1)c1nc2ccccc2nc1N1CCCC1 (stereo unspecified)	44.0	-6.3
50	O=C(Nc1cccc(C(F)(F)F)c1)c1cc(-c2ccc3c(c2)OCCO3)on1	104.0	-0.2
51	Cc1ccccc1NC(=O)Cc1nc(-c2cc(C)n(Cc3ccco3)c2C)cs1	103.0	0.7
52	C=CCOc1cccc(C2C(C(=O)c3ccc(C)o3)=C(O)C(=O)N2c2nnc(C)s2)c1 (stereo unspecified)	104.0	0
53	COC(=O)c1c(NC(C)=O)sc2c1CCC2	103.0	0.2
54	Cc1ccc(C(=O)Nc2c[nH]c(=O)[nH]c2=O)cc1	100.0	-0.3
55	NS(=O)(=O)c1cccc(-n2cnnn2)c1	102.0	0
56	O=C(CN1CCCCC1)Nc1ccccc1C(=O)NC1CC1	102.0	-0.2
57	Cc1ccn2c(=O)c(-c3ccccc3)c(O)nc2c1	102.0	0.1
58	Cn1/c(=N\NC(=O)C23CC4CC(CC(C4)C2)C3)sc2ccccc21	104.0	0.8
59	Cc1ccc(CN2CCc3nc(N4CCN(c5ncccn5)CC4)ncc3C2)cc1	96.0	-1.5
60	O=C(CSc1nnc(-c2ccco2)o1)NC(=O)C1COc2ccccc2O1 (stereo unspecified)	105.0	0.3

Other results.
no.	molecule	PV pol inh	PV pol inh FP z-score
61	COc1ccc(/C=N/NC(=O)c2ccncc2)cc1CN1CCN(c2ccc(F)cc2)CC1	101.0	0
62	CCC(=O)NC(Nc1cccnc1Cl)(C(F)(F)F)C(F)(F)F	104.0	0.6
63	Cc1cc(O)c(C(c2ccccc2)N2CCN(c3ccc(F)cc3)CC2)c(=O)n1Cc1ccco1 (stereo unspecified)	107.0	-0.2
64	O=S(=O)(c1ccccc1)c1ccc(C(F)(F)F)cn1	104.0	0.2
65	CC(C)(C)NC(=O)CSc1nc(O)cc(=O)[nH]1	103.0	0.3
66	COc1ccc(Cl)cc1NC(=O)Cn1cc2c(n1)CCC(C)C2 (stereo unspecified)	103.0	-0.6
67	COc1ccc(S(=O)(=O)NCCN2CCOCC2)cc1OC	104.0	0.2
68	Cc1cc(C(C)(C)C)cc(C)c1CCN	104.0	0.2
69	COc1ccc(NS(=O)(=O)c2ccc3[nH]c4c(c3c2)CCCC4)cc1Cl	112.0	1.3
70	Cc1ccc2c(c1)N(C(=O)N1CCC(C(=O)NCCc3ccccc3)CC1)CC(C)O2 (stereo unspecified)	103.0	-0.6
71	Cc1ccc(C(=O)Nc2ccc3nc(N4CCCCC4)cc(C)c3c2)cc1F	103.0	-1
72	Cc1ccc(-c2cn3c(n2)sc2cc(C(=O)NCCCc4ccccc4)ccc23)cc1	111.0	1.1
73	Cc1cc(NC(=O)c2ccc3c(c2)S(=O)(=O)c2ccccc2C3=O)n(-c2ccccn2)n1	100.0	-0.2
74	COc1ccc(NC(=O)C(Cc2c[nH]c3ccccc23)NC(C)=O)cc1OC (stereo unspecified)	100.0	0
75	Cc1noc(N)c1C(=O)OCc1c(F)cccc1Cl	105.0	0.4
76	O=C(Cn1c(=O)n(Cc2cccs2)c(=O)c2cccnc21)Nc1ccc(F)cc1	105.0	0.2
77	O=S(=O)(Cc1ccc(Cl)cc1)c1ccc(C(F)(F)F)cn1	102.0	0.2
78	COc1cc(CNc2nn[nH]n2)ccc1OCC(N)=O	101.0	-0.2
79	O=C(O)/C=C/c1ccc2noc(-c3ccccc3)c2c1	100.0	-0.3
80	CCOC(=O)c1cc(C)n(-c2ccc(C)c(C)c2)c1C	103.0	0.2
81	COc1ccc(N2CCN(c3ncnc4onc(C)c34)CC2)cc1	109.0	0.4
82	Cc1ccc(/C=C2/SC(=O)NC2=S)o1	39.0	-9.3
83	CN(C)S(=O)(=O)c1ccc2nnn(OCC(=O)NC34CC5CC(CC(C5)C3)C4)c2c1	103.0	-0.2
84	CC(=O)c1cccc(NS(=O)(=O)c2c(C)nc3sc(C)cn3c2=O)c1	109.0	0.4
85	NS(=O)(=O)C1CCC(F)CC1 (stereo unspecified)	98.0	-0.3
86	COc1ccc2c(OC)c3ccoc3nc2c1OC	100.0	0.1
87	CC(=O)N1c2ccc(S(=O)(=O)N3CCCN(Cc4ccc(F)cc4)C3)cc2CC1C (stereo unspecified)	102.0	0.1
88	Cc1ccc(OC(=O)c2cc(-c3ccc4c(c3)OCCO4)on2)cc1C	103.0	-0.3
89	CCOC(=O)N1CCC(NC(=O)Nc2ccc(F)cc2)CC1	103.0	0.1
90	CC1(C)CC(=O)c2cc(-c3nc(-c4ccc(Cl)cc4)cs3)c(=O)n(-c3ccc(F)cc3)c2C1	107.0	0.2
91	CN1C(=O)C2(NC(=O)c3ccccc3N2C)c2ccccc21 (stereo unspecified)	101.0	-0.1
92	COc1ccc(-c2[nH]c3c(c2-c2c(-n4cccc4)n(C)c(=O)[nH]c2=O)c(=O)[nH]c(=O)n3C)cc1F	108.0	0.1
93	COc1ccc(NC(=O)c2ccc3nc(CCc4ccccc4)oc3c2)cc1	112.0	1.1
94	CCS(=O)(=O)N1CC(=O)N(c2ccc(C)c(C)c2)C(C)(C(=O)NC2CCCCCC2)C1 (stereo unspecified)	105.0	-0.2
95	Cc1ccc(NC(=O)C(C)Sc2nc(=O)cc(N)n2-c2cccc(C)c2)cc1 (stereo unspecified)	103.0	-0.6
96	O=c1oc2cc(OCc3ccc(F)cc3F)ccc2cc1-c1ccccn1	103.0	0.3
97	CCc1ccc(NC(=S)NCC(C)(C)N2CCOCC2)cc1	108.0	0.6
98	CN(CC(=O)NCc1ccccc1)S(=O)(=O)c1ccc(C(=O)N2CCOCC2)s1	101.0	0.1
99	CC(C)NS(=O)(=O)c1ccc(CN2C(=O)c3cccnc3C2=O)s1	102.0	0.4
100	C=CCN1C(=O)/C(=C/c2c(NCc3ccco3)nc3ccccn3c2=O)SC1=S	73.0	-5.9

Structural class, the entries above with a CF3 group
no.	molecule	PV pol inh	PV pol inh FP z-score
2	CCCOc1ccc(C(F)(F)F)cc1NC(=O)c1cccnc1SCc1c(C)noc1C	110.0	0.1
50	O=C(Nc1cccc(C(F)(F)F)c1)c1cc(-c2ccc3c(c2)OCCO3)on1	104.0	-0.2
62	CCC(=O)NC(Nc1cccnc1Cl)(C(F)(F)F)C(F)(F)F	104.0	0.6
64	O=S(=O)(c1ccccc1)c1ccc(C(F)(F)F)cn1	104.0	0.2
77	O=S(=O)(Cc1ccc(Cl)cc1)c1ccc(C(F)(F)F)cn1	102.0	0.2

Additional compounds:
no.	molecule	PV pol inh	PV pol inh FP z-score
101	Cc1cccc(N2Cc3cccc(C(=O)O)c3C2=O)c1	102.0	0.2
102	Cc1cc(=O)[nH]c(SCC(=O)NC(C)C2CC3CCC2C3)c1C#N (stereo unspecified)	101.0	-0.2
103	COc1ccc(C(N)=NC#N)cc1	101.0	-0.7
104	CCOc1ccccc1NC(=O)c1c(NCc2ccc(C)o2)sc2c1CCCCC2	104.0	0.1
105	Cc1ccc(NC(=O)CSc2nc3ccc(NC(=O)c4ccco4)cc3s2)c(C)c1	100.0	-1.5
106	CCOc1ccccc1OC(C)C(=O)NC(C)(C#N)C(C)C (stereo unspecified)	104.0	0
107	CC(C(=O)Nc1cccc(F)c1)C1Sc2ccccc2NC1=O (stereo unspecified)	103.0	0.5
108	COc1cccc(CN(C)CN2C(=O)NC3(CC(C)(C)NC(C)(C)C3)C2=O)c1OC	102.0	-0.1
109	CCN(CC)c1ccc(NC(=O)CCCN2C(=O)C(c3ccccc3)Oc3cccnc32)c(C)c1 (stereo unspecified)	101.0	-1.1
110	COC(=O)C1COc2ccccc2O1 (stereo unspecified)	104.0	1
111	CCCCN1CC(O)=C(c2nc(-c3ccc(Cl)cc3)cs2)C1=N	96.0	-0.7
112	COc1ccc(F)cc1S(=O)(=O)NCCc1csc2nc(-c3cccc(C)c3)nn12	109.0	0.3
113	Cc1ccc(CCNS(=O)(=O)c2cc3c(cc2Cl)NC(=O)CO3)cc1	101.0	-0.5
114	CCCCN(C)CCNC(=O)CN1C(=O)CSc2ccc(S(=O)(=O)N3CCOCC3)cc21	101.0	-0.3
115	Cc1ccc(CNC(=O)c2ccc3c(c2)nc2n3CCCC2)cc1	110.0	0.4
116	CCCNC(=O)c1ccc2c(c1)N(CC)CCS2	103.0	0.3
117	CCOC(=O)CCN1C(=O)c2ccccc2C1=O	107.0	0.2
118	Cc1ccc(NC(=O)Cn2nc(N3CCN(c4ccccc4)CC3)ccc2=O)cc1F	110.0	0.7
119	CCC(Sc1nnc2c3ccccc3n(C)c2n1)C(=O)Nc1ccc(S(N)(=O)=O)cc1 (stereo unspecified)	96.0	-0.4
120	COc1ccc(CC(=O)c2cc(OC)c(OC)cc2CC(=O)O)cc1OC	102.0	0.7
121	O=C(CCn1c(=O)c2ccccc2n(Cc2cccc(Cl)c2)c1=O)NCCc1ccccc1	111.0	0.7
122	COc1cc(C(=O)/C=C/Nc2ccccc2C(N)=O)cc(OC)c1OC	100.0	-0.3

The list is partial (hit frequency here may not be typical).
